# NCI-60 one-dose screen, 48 h, at 10 µM unless noted. Numbers give growth in % (100 = growth as untreated, 0 = no growth, -100 = all killed).
# CAKI-1 = CAKI-1 renal cancer | actives 4.7% (n = 75,000)
# UO-31 = UO-31 renal cancer. actives 5.2% (n = 81,000)
# 786-0 = 786-0 renal cancer cells; actives 5.1% (n = 81,000); AID 1794775
# A498 = A498 renal cancer cells. actives 5.4% (n = 76,000). AID 1794774
# SN12C = SN12C renal cancer cells. actives 3.8% (n = 81,000)
# TK-10 = TK-10 renal cancer cells; actives 3.9% (n = 81,000)
# PC-3 = PC-3 prostate cancer cells | actives 3.9% (n = 80,000) | AID 1794754
# RXF 393 = RXF 393 renal cancer cells. actives 6.9% (n = 77,000)
# ACHN = ACHN renal cancer. actives 4.9% (n = 81,000). AID 1794771
# An asterisk follows results filed as active; nt = no result given. How the source made its calls: active means growth percent below 10; inactive means the rest.
SMILES,CAKI-1,UO-31,786-0,A498,SN12C,TK-10,PC-3,RXF 393,ACHN
Fc1ccc(Cn2cc(CSc3nc4ccccc4o3)nn2)cc1,91,84,91,98,96,96,98,105,102
CCOc1ccc(-c2nnc(-c3cc(OC)c(OC)c(OC)c3)n2-c2ccc(OC)cc2)cc1,nt,81,109,100,102,99,70,107,nt
Clc1ccc2c(NCCN3CCN(c4ccnc(N5CCCC5)n4)CC3)ccnc2c1,28,26,29,52,57,53,59,-59*,56
OCCNCCCNc1ccnc2cc(Cl)ccc12,95,77,103,101,112,100,95,108,105
COc1cc2nc(SCC(=O)NNC(=S)NC(=O)c3ccccc3)n(-c3ccc(Cl)cc3)c(=O)c2cc1OC,58,45,87,76,66,87,71,107,49
O=C1[C@@H](OS(=O)(=O)CC(F)(F)F)[C@H](c2ccc(F)cn2)N1c1cc2c3ccccc3ccc2c2ccccc12,nt,62,72,84,81,88,63,86,76
NS(=O)(=O)c1ccc(CCn2c(=S)[nH]c3ccccc3c2=O)cc1,106,85,73,98,95,71,100,100,98
CCCCC1COc2cccc3c(SCC(=O)N(C)c4ccc(C(F)(F)F)cc4)cc[n+]1c23 (configuration not stated),93,96,107,110,102,105,99,nt,99
Nc1cccc(/C=C\C(=O)O)c1,123,91,103,112,88,118,114,102,101
CC(C)(C)c1ccc(C(=O)Nc2c3c(nn2-c2cccc(Cl)c2)CSC3)cc1,94,83,95,87,97,101,90,119,98
Cc1ccc2c(n1)C(=O)C(Cl)=C(Nc1cccc(C)c1C)C2=O,56,-23*,22,64,-73*,142,12,7.1*,-26*
O=C(O)/C=C/c1cc2c(cc1[N+](=O)[O-])OCO2,101,86,99,115,103,107,105,107,113

# Shown as tab-separated lines: part of the list above.
SMILES	CAKI-1	UO-31	786-0	A498	SN12C	TK-10	PC-3	RXF 393	ACHN
Nc1cccc(/C=C\C(=O)O)c1	123	91	103	112	88	118	114	102	101
OCCNCCCNc1ccnc2cc(Cl)ccc12	95	77	103	101	112	100	95	108	105
O=C(O)/C=C/c1cc2c(cc1[N+](=O)[O-])OCO2	101	86	99	115	103	107	105	107	113

# (listing goes on)
SMILES,CAKI-1,UO-31,786-0,A498,SN12C,TK-10,PC-3,RXF 393,ACHN
CCOC(=O)C1=C(C)n2nc(CC#N)c(C#N)c2NC1c1ccc(Cl)cc1 (configuration not stated),nt,73,106,99,97,123,91,100,91
O=[N+]([O-])c1ccc(N/N=C/c2cccc3ccccc23)nc1,nt,87,99,106,103,100,91,112,92
Cc1cn2c(/C=C/C(=O)c3c(F)cccc3F)c(-c3ccc(Cl)cc3)nc2s1,88,92,81,105,84,107,81,80,83
O=C(Nc1nc2ccccc2s1)Nc1ccccc1Cl,45,67,41,162,84,85,85,74,49
CCCCc1ccc(NC(=O)N(CCCl)N=O)cc1,99,81,94,103,96,105,94,93,106
CCCCCCCCCCC(=O)CCCCCCCCCC,95,86,99,107,102,99,98,113,97
CCN1C(=O)CSC1=Nc1ccc(Cl)c(Cl)c1,88,76,97,72,91,95,94,92,100
COc1ccc(C2=NOC3C(O)[C@@H]4OCC(O4)[C@H]23)cc1 (some centres not stated),94,94,92,nt,92,94,82,nt,100
CN1C(=O)[C@H]2c3c(cccc31)[C@H]1[C@@H](O)[C@H](CCC1(C)C)C2(C)C,104,74,98,66,97,94,105,109,111
Cc1cc(C)c2c(N)c(C(=O)c3ccc4ccccc4c3)sc2n1,97,105,101,85,101,122,72,nt,113
COc1cccc(Cn2cc3c(c2)-c2onc(CN4CCCC4)c2CC3)c1,104,95,99,97,97,112,96,nt,103
C#CC(C)(O)C(C)(C)C (configuration not stated),94,97,113,102,106,111,91,103,104

# Quoted at random: 2 entries already listed, in no set order.
SMILES,CAKI-1,UO-31,786-0,A498,SN12C,TK-10,PC-3,RXF 393,ACHN
COc1cccc(Cn2cc3c(c2)-c2onc(CN4CCCC4)c2CC3)c1,104,95,99,97,97,112,96,nt,103
CN1C(=O)[C@H]2c3c(cccc31)[C@H]1[C@@H](O)[C@H](CCC1(C)C)C2(C)C,104,74,98,66,97,94,105,109,111

# (further entries)
SMILES,CAKI-1,UO-31,786-0,A498,SN12C,TK-10,PC-3,RXF 393,ACHN
Nc1ccc(-c2nc3nc(N)nc(N)c3nc2-c2ccc(N)cc2)cc1,70,100,108,126,94,82,82,110,104
COc1ccc(O)c(/C=C(/C)c2ccc3cc(OC)ccc3[o+]2)c1,94,84,107,108,103,113,95,nt,105
COc1ccc2c(c1)O/C(=C\c1ccccc1OC)C2=O,83,87,89,67,94,92,100,105,97
COc1ccc(NC(=O)c2sc3c(=O)[nH]cnc3c2C)cc1,95,94,99,88,110,98,104,108,109
O=C1CC(c2ccc(C(F)(F)F)cc2)c2cnn(Cc3ccc4c(c3)OCO4)c2N1 (configuration not stated),66,59,82,nt,77,74,71,nt,85
Cc1nc(-c2ccc(Cl)cc2)ccc1-c1nnc(SCC(=O)c2ccc(Cl)cc2)o1,98,80,104,95,95,199,96,109,100
COc1ccc(C(=O)C[n+]2ccccc2)c(OC)c1,98,83,97,nt,92,90,87,107,110
COc1cc(Nc2nc(C3CC3)cs2)cc(OC)c1OC,83,82,104,92,102,118,60,nt,105
CCOC(=O)c1[nH]c(C)c(/C=N/NC(N)=O)c1C,106,91,99,107,104,113,103,117,102
COc1ccccc1N1CCN(C2=C(Cl)C(=O)c3ncccc3C2=O)CC1,64,45,107,115,88,148,79,71,46
O=C1N[C@@H]2[C@@H](O)[C@@H](O)[C@H](O)C[C@H]2c2cc3c(c(O)c21)OCCO3,4.9*,-20*,-1.5*,-30*,-9.9*,-12*,-9.7*,-24*,-14*
Nc1cccc2c1CN(C1CCC(=O)NC1=O)C2=O (configuration not stated),96,101,107,85,106,132,91,-17*,105
CCCSc1nc(-c2ccc(OCc3ccccc3)cc2)c(C#N)c(=O)[nH]1,83,59,61,76,78,78,90,91,85
S=C(Nc1ccc(Cl)cc1)c1ccccn1,nt,72,93,69,99,110,86,98,99
Cc1cc(SCc2ccccc2)nc(N)n1,112,98,79,89,93,107,111,124,nt
Oc1ccc(N=Nc2ccccn2)c(O)c1,nt,5.5*,10,59,20,36,36,43,14
CC(=O)OC(C)COc1ccc(-c2ccccc2)cc1 (configuration not stated),95,106,93,93,104,81,86,104,101
NC(=O)N/N=C/C=C/c1ccccc1,99,82,93,89,104,95,105,116,109
CCOc1ccc(/C=C/C=N/NC(N)=S)cc1,84,38,56,78,80,74,94,-0.4*,80
O=CN1N=C(c2cccc(Nc3ccncc3)c2)CC1c1ccc(F)cc1 (configuration not stated),79,80,94,97,105,103,93,99,109
CC(C)(C)C(=O)C[n+]1cccc2c3ccccc3ccc21,95,79,96,111,71,97,75,100,106
CCO/C=N/C1=C(C#N)C(c2ccc(OC)cc2)c2c(c3ccccc3n(C)c2=O)O1 (configuration not stated),90,73,105,111,99,112,98,104,100
CCN1C(=O)N(CC)C2C1NN=C1SCC(=O)N12 (configuration not stated),89,59,96,112,79,104,94,107,84
CC1=COC(C)(C2NC(C)(C)CC(C)O2)CC1 (configuration not stated),118,81,103,94,110,122,101,113,105
N#Cc1c(-c2ccccc2)nc(SCC(=O)NNc2ncnc3ccccc23)[nH]c1=O,88,79,105,nt,101,173,92,118,100
Cc1[nH]c(C2CC(c3ccc(C(F)(F)F)c(F)c3)=NN2c2ccc(Cl)cc2)c(C)c1C(=O)O (configuration not stated),67,72,100,67,93,145,84,97,93
COc1ccc(-c2nn(-c3cccc(Cl)c3)cc2-c2c(C#N)c(=O)n3[nH]c(-c4ccc(C)o4)nc3c2C#N)cc1,44,26,67,nt,56,84,37,47,62
Cc1ccc(-n2nc(C(=O)O)c(N3CCCC3)n2)cc1,94,85,99,75,100,113,99,96,107
CCN1C(=O)N(CC)C2C1NN=c1s/c(=C\c3cnc(C)n3C)c(=O)n12 (configuration not stated),26,41,28,-9.6*,33,52,17,-29*,34
CSc1ccc2c(c1)N(C(=O)/C(C#N)=C/c1ccc(C)cc1)c1ccccc1S2,73,76,85,96,92,94,88,91,93
CSc1nccc(C2=CNN=C(N)S2)n1,nt,81,102,105,103,141,93,150,99
O=C1Nc2c(ccc(Cl)c2Cl)/C1=C/c1ccccn1,-1.3*,73,12,110,97,120,75,nt,73
C(=N\N=C1c2ccccc2-c2ccccc21)/c1ccc2c(c1)OCO2,88,58,125,103,84,109,82,113,82
O=C(O)c1ccccc1Nc1cccc(Cl)c1,nt,89,93,106,104,89,104,110,101
CC1(C)NC2=C(C(Nc3cccnc3)N1)C(c1ccc(F)cc1)C(C(=O)c1ccc(N=[N+]=[N-])cc1)O2 (configuration not stated),96,83,98,110,92,100,95,122,105
Cc1cc(C)c(N2C(=O)CC(Nc3ccc(Cl)cc3Cl)C2=O)c(C)c1 (configuration not stated),88,86,102,nt,98,109,95,121,103

# Filtered by structure, those above with a thiophene ring, fused or not
SMILES,CAKI-1,UO-31,786-0,A498,SN12C,TK-10,PC-3,RXF 393,ACHN
Cc1cc(C)c2c(N)c(C(=O)c3ccc4ccccc4c3)sc2n1,97,105,101,85,101,122,72,nt,113
COc1ccc(NC(=O)c2sc3c(=O)[nH]cnc3c2C)cc1,95,94,99,88,110,98,104,108,109

# Next part.
SMILES,CAKI-1,UO-31,786-0,A498,SN12C,TK-10,PC-3,RXF 393,ACHN
CC(Cc1ccccc1)NNC(=O)CC#N (configuration not stated),95,96,97,84,100,90,83,101,99
COC(=O)/C(CCC=C(C)C)=C1\[C@@H](OC(C)=O)C[C@@]2(C)[C@H]1C[C@@H](O)[C@H]1[C@@]3(C)CC[C@H](N4CCOC4)[C@@H](C)[C@@H]3CC[C@@]12C,91,70,87,97,92,109,82,97,97
N#Cc1cnc2c(C#N)c(Nc3ccccc3)nn2c1-c1ccc(Br)cc1,89,68,102,69,94,nt,85,81,104
CC(C)CC(NC(=O)CI)C(=O)O (configuration not stated),107,91,104,92,103,107,95,107,122
CC(=C(c1ccc(OCCCN(C)C)cc1)c1ccc(OCCCN(C)C)cc1)c1ccc(Cl)cc1,93,88,87,79,85,97,87,81,93

# Whole records as entered above. Order of values: CAKI-1	UO-31	786-0	A498	SN12C	TK-10	PC-3	RXF 393	ACHN
# CCOC(=O)C1=C(C)n2nc(CC#N)c(C#N)c2NC1c1ccc(Cl)cc1 (configuration not stated) is entered as nt	73	106	99	97	123	91	100	91
# O=CN1N=C(c2cccc(Nc3ccncc3)c2)CC1c1ccc(F)cc1 (configuration not stated) is entered as 79	80	94	97	105	103	93	99	109
# COc1ccc(O)c(/C=C(/C)c2ccc3cc(OC)ccc3[o+]2)c1 is entered as 94	84	107	108	103	113	95	nt	105
# NC(=O)N/N=C/C=C/c1ccccc1 is entered as 99	82	93	89	104	95	105	116	109

# Screening data from PubChem.
